Screening data as filed in PubChem.
CCHF vOTU inh: CCHFV vOTU protease inhibition; Pep-AMC fluorescence; inhibition, % at 11.5 µM; 370,000 compounds, 0.55% hits; further: 0% = vehicle wells with enzyme and 100% = no enzyme wells
Mtb BioA inh: BioA (M. tuberculosis) enzyme inhibition; purified M. tuberculosis BioA enzyme, plate reader; inhibition, % at 9.99 µM; 360,000 compounds, 0.096% hits; AID 602481; in the data active means inhibition above about 40%; inconclusive means no clear call, values can overlap the other calls
Mtb FBA inh: inhibits M. tuberculosis FBA enzyme; P9WQA3; purified M. tuberculosis FBA, fluorescence read-out; inhibition, % at 1 µM; 360,000 compounds, 2.3% hits; AID 588726; in the data active means inhibition above about 27%;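 further: 0% = vehicle and 100% = reference inhibitor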
Target sequence (P9WQA3 whole entry, looked up): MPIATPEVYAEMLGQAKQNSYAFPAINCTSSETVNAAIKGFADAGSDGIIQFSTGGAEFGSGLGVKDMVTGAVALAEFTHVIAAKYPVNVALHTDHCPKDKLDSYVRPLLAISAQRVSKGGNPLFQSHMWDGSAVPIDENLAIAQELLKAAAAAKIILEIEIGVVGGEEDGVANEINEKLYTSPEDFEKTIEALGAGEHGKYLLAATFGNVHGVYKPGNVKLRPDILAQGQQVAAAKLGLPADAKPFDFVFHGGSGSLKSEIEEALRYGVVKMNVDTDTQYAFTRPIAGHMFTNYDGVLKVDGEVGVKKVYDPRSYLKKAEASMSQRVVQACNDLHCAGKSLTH
BoNT-F LC inh: inhibitors of Botulinum neurotoxin F light chain protease; Multiplex microsphere protease cleavage assay, flow cytometry; AID 588497; 360,000 compounds, 0.22% hits; inhibition, % at 10 µM; in the data active means inhibition above about 35%, passing the limit was not always enough; inconclusive means no clear call, values can overlap the other calls; further: plate controls were buffer without enzyme for full effect and enzyme alone for no effect
Rv3671c inh: inhibits the M. tuberculosis serine protease Rv3671c | P9WHR9 | inhibition, % at 5.96 µM | 320,000 compounds, 0.048% hits; in the data active means inhibition above about 38%;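 further: extracellular domain of Rv3671c used as enzyme; 0% = enzyme with DMSO and 100% = no enzyme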
DUSP3 inh: DUSP3 (human) phosphatase inhibition. P51452. recombinant VHR phosphatase, pNPP absorbance. inhibition, % at 13.3 µM. 290,000 compounds, 0.52% hits. AID 1654; in the data active means inhibition above about 50%; further: some compounds called inactive have numbers as strong as hits
MazF activator: activators of E. coli MazEF toxin-antitoxin RNase | P0AE70 | FAM/BHQ RNA-DNA oligo cleavage fluorescence, 5 h | activation, % at 20 µM | 350,000 compounds, 0.32% hits; in the data active means activation above about 50%
Target sequence (P0AE70 whole entry, looked up): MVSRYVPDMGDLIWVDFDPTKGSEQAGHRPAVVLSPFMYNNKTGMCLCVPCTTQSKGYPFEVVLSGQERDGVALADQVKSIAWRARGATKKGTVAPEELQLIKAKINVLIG
GDH-TPI counter: inhibits GDH-TPI coupling enzymes, artifact for Mtb FBA screen. GDH-TPI coupled enzyme counterscreen, NADH absorbance. inhibition, % at 4.8 µM. 360,000 compounds, 1.2% hits;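 further: 0% = DMSO wells and 100% = wells lacking the enzyme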
Mtb UGM inh: Mtb UDP-galactopyranose mutase inhibition; inhibition, % at 10 µM; 320,000 compounds, 0.06% hits; purified UGM, fluorescence polarization probe displacement; P9WIQ1; AID 504406; in the data active means inhibition above about 10%, passing the limit was not always enough; inconclusive means no clear call, values can overlap the other calls
Target sequence (P9WIQ1 whole entry, looked up): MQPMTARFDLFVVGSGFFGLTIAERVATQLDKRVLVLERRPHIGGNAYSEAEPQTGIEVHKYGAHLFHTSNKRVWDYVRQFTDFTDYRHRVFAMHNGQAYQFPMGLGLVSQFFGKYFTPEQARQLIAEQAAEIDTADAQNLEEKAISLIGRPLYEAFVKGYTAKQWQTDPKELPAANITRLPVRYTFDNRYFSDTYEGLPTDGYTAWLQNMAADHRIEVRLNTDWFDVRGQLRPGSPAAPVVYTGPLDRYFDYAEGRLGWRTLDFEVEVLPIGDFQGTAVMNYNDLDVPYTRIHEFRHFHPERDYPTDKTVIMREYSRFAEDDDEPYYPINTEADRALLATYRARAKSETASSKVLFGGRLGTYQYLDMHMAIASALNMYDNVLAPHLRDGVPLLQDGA
FadD28 FP inh: blocks FadD28 binding to the bisubstrate probe; fluorescence polarization; inhibition, % at 12.5 µM; 360,000 compounds, 0.22% hits; AID 588549; in the data active means inhibition above about 8.5%, passing the limit was not always enough; inconclusive means no clear call, values can overlap the other calls
* = called active by the depositor; ? = inconclusive; . = no result given; & = joins results of further samples. Unless noted, no stated cut-off is given here; in the data, active means inhibition above about 30%; inactive means the rest.

Structure	CCHF vOTU inh	Mtb BioA inh	Mtb FBA inh	BoNT-F LC inh	Rv3671c inh	DUSP3 inh	MazF activator	GDH-TPI counter	Mtb UGM inh	FadD28 FP inh
CN(C)c1ccc(C(=O)C(O)c2ccccc2Cl)cc1 (configuration not stated)	-3	.	2	-6	.	.	-11	46*	.	-0.7
COc1cc(Cl)c(S(=O)(=O)NCCCN2CCOCC2)cc1Cl	6	-2.3	3	13	10	35	2	4	-2.4	0.6
CCCCOc1ccc(/C=c2\sc3ncnn3c2=O)cc1	12	-0.8	-2	8	8	-6	3	2	-1.4	-1.8
Cc1ccc(C(=O)Nc2nnc(NC(=S)Nc3ccccc3)s2)cc1	16	-13	-2	10	-81	-1	2	24	0.8	4.6
O=C1CC(c2ccccc2)Sc2nc3ccccc3n21 (configuration not stated)	7	.	-1	-2	-10	12	-15	9	1.4	-0.2
O=C1c2cccc([N+](=O)[O-])c2C(=O)N1C1CCCCC1	-8	-1.1	-1	-3	-2	13	3	-9	2.9	1.0
CCOC(=O)c1c(C)[nH]c(C(=O)OCC(=O)N2c3ccccc3CC2C)c1C (configuration not stated)	5	-2.5	-1	-2	-16	13	6	-10	-2.2	-1.0
O=C(Oc1ccc(-c2cnc3ccccc3n2)cc1)c1ccc(Cl)c([N+](=O)[O-])c1	7	.	-1	-6	-5	-18	4	-13	-2.3	-3.4
Cc1cccc(C(=O)NNC(=O)CSc2nnc(C3CC3)n2C)c1	-2	.	3	-35	-7	41	-15	0	2.1	-0.8
COc1ccc(CCNS(=O)(=O)c2ccc(OC)cc2)cc1	4	4.4	1	1	0	11	-3	-1	-0.2	-2.4
CCCCC(=O)Nc1nc(C)c(-c2csc(Nc3ccccc3OC)n2)s1	13	-1.1	-2	-2	21	17	-1	2	5.3	-2.3
CS(=O)(=O)N1CCCC(C(=O)NCc2ccc(F)cc2Cl)C1 (configuration not stated)	-6	-0.4	-1	-1	-1	0	5	-3	-1.1	-2.3
O=C(O)C1C2C=CC(C2)C1C(=O)NC(c1ccccc1)c1ccccc1 (configuration not stated)	-2	-1.4	-1	1	-1	6	2	0	-1.3	-2.4
Cc1ccc(NC(=O)Nc2ccc3c(c2)N(C)C(=O)CS3)cc1C	22	-2.0	0	5	3	-30	7	0	0.0	-2.0
C[C@@H]1CC=C[C@@H]2[C@H]1C(=O)N(Cc1ccccc1)[C@H]2c1cccc(C#Cc2ccccc2)c1	22	-1.4	-1	-3	.	.	-6	8	.	-1.6
CC(C)C[C@H]1CNC(=S)N1C[C@H]1CCCN1C[C@H](Cc1ccc(O)cc1)N1C[C@H](CC(C)C)N(CCc2ccccc2)C1=S	24	-1.2	-1	0	.	.	.	.	.	-3.2
CCC(c1nnc(SCC(=O)Nc2ccc(NC(C)=O)cc2)n1Cc1ccccc1)N(C)C (configuration not stated)	-5	-0.4	-3	0	3	10	1	7	1.6	-3.5
Cc1ccc(S(=O)(=O)N2CCOCC2)cc1C(=O)N1CCN(Cc2ccccc2)CC1	4	-0.1	-2	10	.	.	4	3	.	2.2
Cc1ccccc1NC(=S)Nc1ccccc1	-10	-0.8	-2	23	2	16	5	-6	1.6	-1.4
COc1ccccc1-c1c(C(F)(F)F)oc2cc(OC(=O)c3ccc([N+](=O)[O-])cc3)ccc2c1=O	20	-0.6	-1	-18	-7	13	11	6	-5.9	-0.4
Cc1cccc(C(=O)Nc2sc(C(=O)N3CCCC3)c(C)c2C#N)c1	12	-1.2	3	-9	6	23	-11	15	-2.0	-2.8
CC(C)C(=O)Nc1ccc2c(c1)nc(CCN1CCN(c3ccccc3)CC1)n2C	19	-0.9	2	?	-1	25	5	-5	1.5	-0.8
CC(=O)Nc1ccc(NC(=O)c2oc3cc(C)c(C)cc3c2C)cc1	-4	-0.4	4	-8	-2	-10	-59	19	1.0	-1.7
Cc1c(NC(=O)c2cnn3cccnc23)c(=O)n(-c2ccccc2)n1C	.	.	-1	-4	-9	-1	2	-4	0.1	0.3
C[C@@H]1CN([C@H](C)CO)C(=O)CCCn2cc(nn2)CO[C@H]1CN(C)C(=O)Nc1ccc(C(F)(F)F)cc1	2	0.9&1.8	-4	5	.	.	4	0	.	-2.8
CCN(CC)C(=O)CSc1nc2ncccc2[nH]1	-4	-0.9	-3	-4	-8	8	9	5	0.1	-4.4
CCCCCCc1ccc(N2C[C@H](Cc3ccccc3)[C@@H](CC(=O)Nc3ccccc3)C2=O)cc1	18	-1.5	1	4	-41	32	6	17	2.5	-1.7
Cc1ccc(C)c(NC(=O)CN(C)C(=O)c2ccccc2Cc2ccccc2)c1	0	-0.9	1	1	5	.	4	-1	1.7	-1.2
CCOC(=O)C1CCCN(C(=O)Cc2c(C(=O)O)[nH]c3ccccc23)C1 (configuration not stated)	2	-2.3	5	1	1	12	4	-3	2.8	-2.9
Cc1nc2ccccc2c(=O)n1NC(=O)COc1ccccc1	-4	-0.8	1	3	-4	22	2	-4	-0.1	-1.4
COc1ccc(/C=C(/C#N)C(=O)Nc2cccc(C)c2C)cc1C(=O)O	-14	-2.8	0	9	-2	-7	-1	37*	1.4	0.2
Cc1nnc(NCCN2CCOCC2)[nH]c1=O	-4	0.6	1	-10	-4	2	-11	5	-0.3	-4.9
O=c1[nH]c(=S)n(Cc2ccc(F)cc2)c(O)c1C=NCc1cccnc1	7	0.3	-3	0	-10	41	-16	35*	1.3	0.4
COc1cc(S(=O)(=O)n2ccc(C)n2)ccc1Cl	3	-1.5	1	?	0	20	0	2	-0.8	-0.6
CCc1cccc(NS(=O)(=O)c2ccc(-n3cccn3)cc2)c1	18	-1.0	0	5	-5	-7	0	-3	0.6	-2.3
c1cncc(CNc2ncn[nH]2)c1	-2	-1.3	2	7	-3	13	20	-5	2.7	-4.6
COc1ccc(-c2[nH]ncc2/C=N\NC(=O)c2ccc(C(C)(C)C)cc2)cc1OC	-9	.	2	-8	-26	-10	0	9	-0.3	-1.0
Cn1ncc(Cl)c1C(=O)NC1C2CC3CC(C2)CC1C3 (configuration not stated)	2	.	-1	1	-6	6	-6	-4	0.5	-4.2
Cc1cc2n(n1)C(c1ccsc1)Nc1ccccc1-2 (configuration not stated)	8	0.4	3	-3	-9	-6	3	10	0.2	-5.5
CCCNC(=O)Cn1c(=O)oc2cc(S(=O)(=O)N3CC(C)CC(C)C3)ccc21 (configuration not stated)	3	0.9	4	.	-3	17	13	-11	0.2	0.0
CC(=O)c1ccccc1OCCCOc1cccc2cccnc12	3	1.1	-1	?	-9	.	1	-4	1.8	-4.3
O=C(N/N=C/c1c(O)n(Cc2ccc(F)cc2)c(=S)[nH]c1=O)c1ccncc1	7	0.6	10	?	-4	-39	-3	5	-0.8	0.3
O=C(c1snnc1-c1ccccc1)N1CCOCC1	-2	.	3	-9	-2	10	6	-7	0.1	-3.7
CCOc1ccc(C(C)C)cc1S(=O)(=O)Nc1ccc(Cl)cn1	0	-0.6	4	12	0	11	8	-5	1.2	-4.6
Cc1ccc2nc3c(c(Nc4cccc(O)c4)c2c1)CCC3	8	.	-3	-26	-1	-2	12	4	-0.8	-5.1
Cc1ccc2oc(C(=O)NCc3ccc4c(c3)OCO4)c(C)c2c1	10	1.2	0	1	-17	4	7	-1	0.9	-5.1
O=c1c(-c2ccccc2)coc2c(CN3CCCCC3)c(O)ccc12	-118	-1.4	106*	?	0	26	8	36*	0.4	-0.3
O=C(Nc1ccc(S(=O)(=O)N2CCCC2)cc1)c1ccc(OCC2CCCO2)cc1 (configuration not stated)	-6	0.9	-4	1	-4	11	0	1	-4.4	-4.0
COc1ccc(C(=O)OCc2ccccc2F)cc1S(=O)(=O)N1CCCC1	7	2.5	-1	.	-7	.	8	-3	2.9	-0.1
C=CCNC(=O)C1(S(=O)(=O)c2ccccc2)CC=CC1	1	-3.6	11	-2	-2	13	1	7	-0.6	-0.8
COCc1c(C#N)c(NCCc2ccc(F)cc2)nc(C)c1[N+](=O)[O-]	-1	.	3	-6	-4	-16	1	9	2.8	-0.7
CN(C)c1ccc(N=Nc2cccc3ccoc23)cc1	19	-0.9	-2	13	-6	9	-3	1	-0.5	0.4
C/C(=N\Nc1cc(N2CCOCC2)nc(C)n1)c1cccc([N+](=O)[O-])c1	13	.	5	-3	4	26	5	9	-2.6	1.3
O=C(Nc1ccccc1[N+](=O)[O-])c1cncc(Br)c1	-2	.	1	-5	-4	14	4	-4	-1.9	-2.9
CCn1c(S(=O)(=O)O)nc2ccccc21	-3	-0.1	6	2	-11	14	7	-14	-1.4	-0.2
CCN(CC)C(=O)C1CCN(S(=O)(=O)c2ccc3oc4ccccc4c3c2)CC1	-7	-0.4	-2	2	4	25	4	-2	-0.7	-0.7
O=C(Nc1nc(-c2ccncc2)cs1)c1ccc(F)cc1	9	-2.5	3	6	0	14	-9	-3	-2.1	-0.5
c1ccc(C2NCCc3[nH]cnc32)cc1 (configuration not stated)	-3	4.4	2	-14	-2	19	2	-9	2.1	-3.5
CCNC(=O)NC(=O)CSc1ccc2ccccc2c1	24	.	1	-5	-3	2	3	-1	-1.4	-0.9
COc1ccc(Br)cc1/C=C/c1ccc2cccc(O)c2n1	19	-0.4	1	3	1	57*	-7	15	0.1	0.4
Cc1ccc(C(=O)Nc2nnc(COCCO)s2)cc1	6	-1.2	-1	0	.	.	.	11	.	0.2

Some of the entries so far, with two lines to a compound:
Values run as follows: CCHF vOTU inh | Mtb BioA inh | Mtb FBA inh | BoNT-F LC inh | Rv3671c inh | DUSP3 inh | MazF activator | GDH-TPI counter | Mtb UGM inh | FadD28 FP inh
- O=c1[nH]c(=S)n(Cc2ccc(F)cc2)c(O)c1C=NCc1cccnc1
→ 7 | 0.3 | -3 | 0 | -10 | 41 | -16 | 35* | 1.3 | 0.4
- COc1cc(S(=O)(=O)n2ccc(C)n2)ccc1Cl
→ 3 | -1.5 | 1 | ? | 0 | 20 | 0 | 2 | -0.8 | -0.6
- CCc1cccc(NS(=O)(=O)c2ccc(-n3cccn3)cc2)c1
→ 18 | -1.0 | 0 | 5 | -5 | -7 | 0 | -3 | 0.6 | -2.3
